All columns: NCI-60 one-dose screen, growth in % after 48 h at 10 µM unless noted; 100 = growth as untreated, 0 = no growth, -100 = all killed.
ACHN – ACHN renal cancer | actives 4.9% (n = 81,000)
IGROV1 – IGROV1 ovarian cancer; actives 4.7% (n = 79,000)
UO-31 – UO-31 renal cancer | actives 5.2% (n = 81,000)
SN12C – SN12C renal cancer cells; actives 3.8% (n = 81,000); AID 1794767
NCI/ADR-RES – NCI/ADR-RES ovarian cells; AID 1794790; actives 4.4% (n = 81,000)
CAKI-1 – CAKI-1 renal cancer. actives 4.7% (n = 75,000)
TK-10 – TK-10 renal cancer cells | actives 3.9% (n = 81,000)
786-0 – 786-0 renal cancer cells; actives 5.1% (n = 81,000); AID 1794775
* hit, by the source's call; . = no result given; & = joins results of further samples. The calls were made as follows: active = growth percent below 10; inactive = the rest. Hits appear at their usual frequency; about 9.3% have a hit in one of these screens.

SMILES	ACHN	IGROV1	UO-31	SN12C	NCI/ADR-RES	CAKI-1	TK-10	786-0
CCc1ccc(C2=NN(c3ccc(S(N)(=O)=O)cc3)C(c3ccc(Cl)cc3)C2)cc1 (configuration not stated)	104	102	86	97	96	82	109	95
CCCCN(C(=O)c1cnc(Cl)c(Cl)c1)c1c(N)n(CCC)c(=O)[nH]c1=O	107	48	98	103	97	103	116	100
CCCC(C)OC(=O)/C=C\C(=O)NC(N)=O (configuration not stated)	107	99	86	98	105	97	93	107
NC(=O)N/N=C/C(c1ccccc1)c1ccccc1	106	111	98	100	116	95	112	105
O=C(N/N=C/c1ccc(N2CCCC2)cc1)c1cnc2n(c1=O)CCCCC2	106	110	87	95	104	103	123	98
CCOC(=O)c1ccc(NCCC(=O)O)cc1	103	112	83	108	113	109	101	96
NCCCN1CCCN=C1C1=NCCCN1CCCN	111	101	89	92	113	110	.	101
Nc1nc2c(-c3ccc([N+](=O)[O-])cc3)nnn2c2cccc(Cl)c12	97	92	.	95	100	77	151	102
COc1cncc(-c2ccc3ncnc(N4CCc5ccc(Cl)cc54)c3c2)c1	10	-63*	1.9*	20	1.4*	8.5*	9.0*	-74*
CCCCC(=O)N(CCC)CCC	102	110	94	106	105	78	95	102
CN(C)c1nc(NCCNS(=O)(=O)c2ccc(C(=O)/C=C/c3ccc(F)cc3)cc2)nc(Nc2ccc(F)cc2)n1	-81*	-85*	-49*	-100*	-92*	-52*	-41*	-86*
Cc1nn(-c2ccccc2)c2nc3c(c(-c4ccc(Cl)cc4)c12)CNC(c1ccc2c(c1)OCO2)N3 (configuration not stated)	99	101	96	96	97	94	98	83
Nc1nc(-c2ccc(F)cc2)cc(-c2cnn(-c3ccccc3)n2)n1	100	84	87	111	106	86	121	107
Cc1cc(C(=O)c2ccccc2Cl)ccc1O	101	88	79	106	102	102	106	102
CCc1cccc(Nc2ccn(CC(=O)NCCC(C)C)c(=O)c2)c1	103	103	75	97	.	95	104	103
COc1ccc2c(c1)oc1c(C)c3c(c(C)c12)C(=O)N(CCN1CCCCC1)C3=O	69	70	61	90	82	88	119	23
COc1cccc(C(c2cccc(OC)c2)c2ccccc2C(=O)O)c1	94	97	83	99	91	99	105	110
O=C(CCn1cnc2c(cc(-c3ccccc3)n2-c2ccccc2)c1=O)Nc1ccc(F)cc1	56	81	75	74	55	97	93	63
O=C(Cn1cc(CN2CCCCCC2)nn1)Nc1ccc2c(ccn2Cc2ccccc2)c1	107	94	54	101	102	88	92	88
COc1cc(N=Nc2ccccc2C(=O)O)ccc1O	116	112	95	103	108	120	152	105
O=C1C(Cl)=C(NC(=O)C2CCCCC2)C(=O)C(Cl)=C1NC(=O)C1CCCCC1	99	114	89	95	106	94	129	98
CC(=O)Nc1ccccc1Cl	104	133	93	95	101	106	135	93
COc1ccc(-c2nc(-c3ccc(F)cc3)cn3ccnc23)cc1	96	84	59	88	91	75	121	98
NC(=O)N1C(=O)C=CC1=O	109&103	138&129	97&111	108&109	111&111	119&104	113&101	104&106
CCC(=O)OC1=C(C)SC2=NC(c3ccc(Cl)cc3)=CC(c3ccc(OC)cc3)N21 (configuration not stated)	106	96	98	96	111	103	78	97

18 consecutive compounds already listed, for reference:
SMILES	ACHN	IGROV1	UO-31	SN12C	NCI/ADR-RES	CAKI-1	TK-10	786-0
CCc1ccc(C2=NN(c3ccc(S(N)(=O)=O)cc3)C(c3ccc(Cl)cc3)C2)cc1 (configuration not stated)	104	102	86	97	96	82	109	95
CCCCN(C(=O)c1cnc(Cl)c(Cl)c1)c1c(N)n(CCC)c(=O)[nH]c1=O	107	48	98	103	97	103	116	100
CCCC(C)OC(=O)/C=C\C(=O)NC(N)=O (configuration not stated)	107	99	86	98	105	97	93	107
NC(=O)N/N=C/C(c1ccccc1)c1ccccc1	106	111	98	100	116	95	112	105
O=C(N/N=C/c1ccc(N2CCCC2)cc1)c1cnc2n(c1=O)CCCCC2	106	110	87	95	104	103	123	98
CCOC(=O)c1ccc(NCCC(=O)O)cc1	103	112	83	108	113	109	101	96
NCCCN1CCCN=C1C1=NCCCN1CCCN	111	101	89	92	113	110	.	101
Nc1nc2c(-c3ccc([N+](=O)[O-])cc3)nnn2c2cccc(Cl)c12	97	92	.	95	100	77	151	102
COc1cncc(-c2ccc3ncnc(N4CCc5ccc(Cl)cc54)c3c2)c1	10	-63*	1.9*	20	1.4*	8.5*	9.0*	-74*
CCCCC(=O)N(CCC)CCC	102	110	94	106	105	78	95	102
CN(C)c1nc(NCCNS(=O)(=O)c2ccc(C(=O)/C=C/c3ccc(F)cc3)cc2)nc(Nc2ccc(F)cc2)n1	-81*	-85*	-49*	-100*	-92*	-52*	-41*	-86*
Cc1nn(-c2ccccc2)c2nc3c(c(-c4ccc(Cl)cc4)c12)CNC(c1ccc2c(c1)OCO2)N3 (configuration not stated)	99	101	96	96	97	94	98	83
Nc1nc(-c2ccc(F)cc2)cc(-c2cnn(-c3ccccc3)n2)n1	100	84	87	111	106	86	121	107
Cc1cc(C(=O)c2ccccc2Cl)ccc1O	101	88	79	106	102	102	106	102
CCc1cccc(Nc2ccn(CC(=O)NCCC(C)C)c(=O)c2)c1	103	103	75	97	.	95	104	103
COc1ccc2c(c1)oc1c(C)c3c(c(C)c12)C(=O)N(CCN1CCCCC1)C3=O	69	70	61	90	82	88	119	23
COc1cccc(C(c2cccc(OC)c2)c2ccccc2C(=O)O)c1	94	97	83	99	91	99	105	110
O=C(CCn1cnc2c(cc(-c3ccccc3)n2-c2ccccc2)c1=O)Nc1ccc(F)cc1	56	81	75	74	55	97	93	63

Additional entries follow.
SMILES	ACHN	IGROV1	UO-31	SN12C	NCI/ADR-RES	CAKI-1	TK-10	786-0
O=c1[nH]cnc2c1ncn2C1O[C@H](CO)[C@@H](O)[C@H]1O (some centres not stated)	109	131	111	111	100	105	99	104
Cc1ccc(C(=O)N2C/C(=C/c3ccc(F)cc3)C(=O)/C(=C/c3ccc(F)cc3)C2)cc1	103	102	64	92	82	81	102	92
O=C(NCCCCCCCCCC[P+](c1ccccc1)(c1ccccc1)c1ccccc1)c1ccc(-n2nc(-c3ccccc3O)nc2-c2ccccc2O)cc1	-99*	-76*	-84*	-76*	37	-68*	-91*	-64*
COc1ccc2c(c1)C(=O)/C(=C/c1ccc([N+](=O)[O-])o1)O2	-81*	-66*	-92*	-30*	13	-70*	-93*	-71*
CCOC(=O)C(=Cc1ccco1)C(=O)OCC	98	101	96	102	110	96	.	101
COc1ccc(C2=NN(c3ccccc3)C(c3ccc(OCc4ccccc4)c(OC)c3)C2)cc1OC (configuration not stated)	99	102	87	100	109	89	120	97
CN1C(=O)C2CC(O)C(SC3CC4C(=O)N(C)C(=O)C4CC3O)CC2C1=O (configuration not stated)	106	118	107	104	102	92	100	96
Cc1ccc2c(N)c(C(=O)Nc3ccc(OC(F)(F)F)cc3)sc2n1	61	61	56	70	52	56	95	97
O=C(N/N=C(\CS(=O)(=O)c1ccccc1)c1cc2ccccc2oc1=O)c1ccccc1	101	109	94	101	107	96	119	106
COc1cc(OC)c(N=Cc2ccc3c(c2)OCO3)cc1Cl	116	112	84	106	105	91	110	107
Nc1cc(N)ncn1	102	101	94	97	98	102	102	104
NS(=O)(=O)c1ccc(NC(=O)Nc2nncs2)cc1	105	102	88	104	96	92	103	100
COc1ccc(NC(=O)c2oc3ncccc3c2N)cc1	98	70	65	101	112	.	139	103
CC(=O)c1ccc[n+](Cc2ccccc2)c1	101	108	87	101	99	92	92	102
COc1ccc(/C=C2\C(=O)N(c3nc(-c4c(O)cc(C)oc4=O)cs3)N=C2C)cc1	112	115	88	98	86	94	107	99
Cn1c2c(c3ccc(Cl)c(Cl)c31)C(C#N)C1(CCN(C(=O)OC(C)(C)C)CC1)NC2=O (configuration not stated)	90	98	71	85	82	84	96	92
O=Cc1cc(Cl)ccc1[N+](=O)[O-]	98	94	81	107	102	.	113	99
CCCCN1CCC(=O)NC1=O	99	122	97	101	96	.	121	52
C=CCOc1ccc(/C=N/NC(N)=S)cc1	98	97	77	109	95	103	.	91
CCOc1nc(-c2ccccc2)cc2c(O)c(C(=O)NC)[nH]c(=O)c12	106	20	88	106	102	98	155	108
Fc1ccc(CSc2nnc(-c3ccc(Cl)cc3)n2-c2ccccc2)cc1	97	82	83	92	91	81	90	84
O=c1[nH]nc(-c2ccccc2)o1	104	99	89	94	102	109	98	104
CC(C#N)C(N)=O (configuration not stated)	108	115	95	104	107	96	107	108
Oc1ccccc1C=Nc1ccccc1O	80	91	70	94	95	98	107	94
O=C(Cc1ccc(CCC(=O)c2ccccc2O)cc1)Nc1ccccc1	99	.	81	.	95	84	99	104

(listing goes on)
SMILES	ACHN	IGROV1	UO-31	SN12C	NCI/ADR-RES	CAKI-1	TK-10	786-0
NNc1nc2nc(-c3ccccc3)cc(-c3ccc(F)cc3)c2c(=O)[nH]1	.	93	71	99	94	.	106	103
CC(=O)c1ccc(NC(=O)CS(=O)(=O)c2ccccc2)cc1	100	95	87	104	103	98	96	103
N#CC1=C(N)OC(c2ccc([N+](=O)[O-])cc2)C1(C#N)C#N (configuration not stated)	96	71	79	105	110	77	102	80
CN1C/C(=C\c2cc3ccccc3[nH]c2=O)C(=O)/C(=C/c2cc3ccccc3[nH]c2=O)C1	94	101	95	99	103	94	116	104
FC(F)(F)c1cc2n(n1)-c1ncc(Br)cc1Oc1ccccc1-2	78	92	86	.	75	82	89	87
CCOC(=O)c1sc(Nc2cccc(Nc3nc(C)c(C(=O)OCC)s3)c2)nc1C	79	92	84	86	80	76	135	111
O/C(C=Nc1ccccc1)=C\C=C\Nc1ccccc1	74	82	52	92	93	59	101	98
COc1ccc2c(ccc[n+]2CC(=O)c2ccccc2)c1	109	102	78	101	102	.	88	108
COC(=O)/C=C1\S/C(=N\NC(=O)c2cc3ccc2/C=C\c2ccc(cc2)/C=C\3)N(c2ccccc2)C1=O	49	6.0*	58	22	31	69	15	-0.3*
O=C(NCCN1CCOCC1)Nc1ccc(-c2cc3c(Nc4ccc(Oc5cccc(C(F)(F)F)c5)c(Cl)c4)ncnc3s2)cc1	12	28	-36*	43	77	8.0*	50	-43*
CCN1CCN(Cc2cn(CC(=O)Nc3ccc4c(ccn4C)c3)nn2)CC1	99	116	83	106	108	93	123	100
CCCCNc1nc2ccccc2n2c1nc1ccccc12	99	97	85	100	102	93	122	100

Some entries already given, limited to TK-10, IGROV1 and NCI/ADR-RES:
| molecule | TK-10 | IGROV1 | NCI/ADR-RES |
| --- | --- | --- | --- |
| O/C(C=Nc1ccccc1)=C\C=C\Nc1ccccc1 | 101 | 82 | 93 |
| COC(=O)/C=C1\S/C(=N\NC(=O)c2cc3ccc2/C=C\c2ccc(cc2)/C=C\3)N(c2ccccc2)C1=O | 15 | 6.0* | 31 |
